Assay outcomes as filed in PubChem.
NadD block: blocks S. aureus nicotinate mononucleotide adenylyltransferase. purified NadD enzyme, colorimetric absorbance read-out. inhibition, % at 20 µM. actives 0.78% (n = 360,000). AID 602399; in the data active means inhibition above about 26%; further: some compounds past the cut are filed as inactive
CendR NRP1 mod: alters CendR peptide binding to human NRP-1 | actives 0.85% (n = 360,000) | inhibition, % at 25 µM | FAM-RPARPAR peptide binding to NRP-1, fluorescence polarization | O14786;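 active means inhibition or corrected inhibition above about 18%, plus a signal ratio from 0.5 to 1.5, limit read from the data, passing the limit was not always enough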; further: strong numbers were not always called active
Target sequence (O14786 whole entry, looked up): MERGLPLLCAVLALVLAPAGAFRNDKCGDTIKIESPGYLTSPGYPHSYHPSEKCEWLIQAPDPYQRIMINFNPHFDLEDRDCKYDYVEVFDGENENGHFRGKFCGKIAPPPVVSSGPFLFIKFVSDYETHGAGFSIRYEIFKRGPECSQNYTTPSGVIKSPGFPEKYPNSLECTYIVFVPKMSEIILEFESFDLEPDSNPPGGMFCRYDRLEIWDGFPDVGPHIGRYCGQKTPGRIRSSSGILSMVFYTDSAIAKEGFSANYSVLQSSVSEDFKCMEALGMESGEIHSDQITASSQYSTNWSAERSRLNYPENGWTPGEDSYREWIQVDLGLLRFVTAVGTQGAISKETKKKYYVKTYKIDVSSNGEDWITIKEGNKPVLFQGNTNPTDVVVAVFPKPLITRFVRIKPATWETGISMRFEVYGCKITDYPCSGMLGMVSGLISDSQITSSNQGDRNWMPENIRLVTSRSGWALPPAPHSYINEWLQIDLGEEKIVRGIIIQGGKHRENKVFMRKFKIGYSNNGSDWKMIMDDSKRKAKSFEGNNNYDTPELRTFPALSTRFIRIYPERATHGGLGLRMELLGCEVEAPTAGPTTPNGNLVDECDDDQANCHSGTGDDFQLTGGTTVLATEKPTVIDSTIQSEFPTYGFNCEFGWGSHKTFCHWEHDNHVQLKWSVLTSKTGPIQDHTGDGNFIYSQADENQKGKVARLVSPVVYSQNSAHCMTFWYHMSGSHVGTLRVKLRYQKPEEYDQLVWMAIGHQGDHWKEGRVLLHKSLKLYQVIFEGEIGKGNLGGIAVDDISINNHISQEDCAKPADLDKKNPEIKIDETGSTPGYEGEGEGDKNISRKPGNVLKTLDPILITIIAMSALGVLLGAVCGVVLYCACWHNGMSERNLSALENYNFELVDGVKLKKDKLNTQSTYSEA
LMPTP inh: blocks human LMPTP phosphatase. P24666. recombinant LMPTP-A, OMFP fluorogenic substrate, fluorescence intensity. inhibition, % at 20 µM. actives 0.22% (n = 360,000). AID 651560;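 active means compounds that cut the enzyme signal by at least half of the control window in the single-dose screen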;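 further: plate controls were DMSO wells with enzyme plus substrate for no effect and substrate without enzyme for full effect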
Target sequence (P24666 whole entry, looked up): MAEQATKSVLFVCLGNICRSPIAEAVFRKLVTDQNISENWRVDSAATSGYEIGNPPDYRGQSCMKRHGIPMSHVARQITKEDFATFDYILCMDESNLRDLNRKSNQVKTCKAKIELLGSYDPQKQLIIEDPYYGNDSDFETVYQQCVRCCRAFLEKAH
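Buffer or medium: Bis-Tris pH 6.0, DTT, detergent; Assay system: LMPTP-A enzyme; Quantity: 0.625 nM enzyme; Detection: endpoint fluorescence intensity; Times: 50 min dark incubation at room temperature; Controls: substrate-only low control, DMSO enzyme-plus-substrate high control; Doses: single 20 µM dose; Read-out: percent inhibition versus substrate-only and uninhibited controls; Reagent: 400 µM OMFP.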
STEP inh: inhibitors of human striatal-enriched phosphatase STEP; P54829; recombinant STEP, OMFP fluorogenic substrate, fluorescence; inhibition, % at 20 µM; actives 0.25% (n = 360,000); AID 588621;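 active means inhibition at 20 µM, scaled per plate between control wells, above about 37%, limit read from the data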;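 further: 0% = DMSO with enzyme and substrate and 100% = substrate only without enzyme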
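Measure: Control-normalized % inhibition with plate pattern correction | Test system: STEP phosphatase, cell-free reaction | Medium: pH 6.0 Bis-Tris with DTT and Tween 20 | Technique: Fluorescence, 480/540 nm | Times: Reaction 20 min, ambient temperature | Doses: Single compound dose of 20 µM, 1% DMSO final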
SKN-1 block: inhibitors of C. elegans SKN-1. actives 0.49% (n = 360,000). AID 624304. inhibition, % at 21.8 µM. C. elegans VP596 Pgst-4::GFP/RFP ratio, acrylamide-induced, 24 h;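 active means interference check ratio from 0.5 to 1.5 plus GFP to RFP signal ratio inhibition reaching or exceeding a fixed threshold, cut at about 30% in these data, passing the limit was not always enough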; further: some compounds called inactive have numbers as strong as hits
Rpn11 block: Rpn11 (human) deubiquitinase inhibition. O00487. human 26S proteasome, Ub4-pepOG fluorescence polarization; 20S core pre-blocked with epoxomicin. calls only at 20 µM. actives 0.59% (n = 360,000);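 active means inhibition at 20 µM, scaled to each plate's controls, above about 33%, limit read from the data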
DNMT1 inh: DNMT1 (human) enzyme inhibition. inhibition (reported as % activation of signal), % at 10 µM. DNMT1 molecular beacon, Hinp1I cleavage, fluorescence. actives 0.83% (n = 360,000); in the data active means inhibition above about 50%
Scp-1 inhibitor: blocks human Scp-1 phosphatase activity; Q9GZU7; Recombinant Scp1, phosphopeptide, malachite green phosphate absorbance; inhibition, % at 20 µM; actives 0.88% (n = 340,000);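 active means inhibition above about 50% at 20 µM, limit read from the data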;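 further: plate controls were DMSO wells with enzyme for no effect and wells lacking enzyme for full effect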
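Test system – truncated SCP-1 phosphatase (76-261aa) · Reagent – Phosphorylated 17-residue peptide substrate · Incubation – 45 min room-temperature reaction, 5 min colour, 30 min stabiliser · Detection – colorimetric phosphate reagent with accelerator and stabiliser, absorbance at 630 nm · Measure – % inhibition at 20 µM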
MT1-MMP act inh: blocks activation of human MT1-MMP; P50281; HT1080 RFP-PRO-GFP cells, GFP/RFP ratio fluorescence, overnight; percent of plate control window, DMSO zero; GFP/RFP ratio change, % at 20 µM; actives 0.061% (n = 360,000); AID 651647;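 active means GFP/RFP ratio change of at least 30% with cell ATP level not reduced by more than half and red fluorescence within 50% of control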; further: strong numbers were not always called active
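Material – HT1080 RFP-PRO-GFP cells · Control set – DMSO wells and RFP-L50D-GFP cells · Incubation – overnight cell settling, then overnight compound exposure, 37 °C, 5% CO2 · Compound dosing – single-point 20 µM compound, 1% DMSO · Read-out – GFP/RFP fluorescence ratio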
SUMO1-SIM PPI: modulators of human SUMO1-mediated protein-protein interactions | P63165 | SUMO1 binding to a labelled peptide, TR-FRET, 1 h | inhibition, % at 20 µM | actives 0.33% (n = 360,000) | AID 602429; in the data active means inhibition above about 37%
* = called active by the depositor; i = inactive; nt = no result given.

SMILES | NadD block | CendR NRP1 mod | LMPTP inh | STEP inh | SKN-1 block | Rpn11 block | DNMT1 inh | Scp-1 inhibitor | MT1-MMP act inh | SUMO1-SIM PPI
COc1ccc(C(=O)NC(=S)N2CCN(C)CC2)cc1Br | -5 | 2 | -2.0 | -7 | -2 | i | 4 | -8 | 1 | 10
O=C1C=C(CCc2ccccc2)CCC1 | -3 | 4 | -1.0 | -1 | 6 | i | 14 | nt | -1 | -5
COCC(C)n1c(C)cc(C(=O)CN2C(=O)NC(Cc3c[nH]c4ccccc34)C2=O)c1C (stereo not given) | -2 | -8 | -1.0 | -1 | 10 | i | -1 | -1 | 4 | 4
COc1ccc(OCCN2C(=O)c3cccc(N)c3C2=O)cc1 | -4 | 8 | 0.4 | -3 | -16 | i | -1 | -9 | 1 | -23
O=C(NC(=S)Nc1ccc(S(=O)(=O)N2CCCCC2)cc1)c1ccc(Cl)cc1 | 7 | -5 | 1.2 | 5 | 10 | i | -1 | -11 | 4 | 5
CCCCC1=CC2=CC(=O)C(C)(OC(=O)CC)C(=O)C2=CO1 (stereo not given) | 33* | -30 | 0.0 | -2 | 14 | i | 19 | 1 | -1 | 11
Cc1cccc(C)c1NC(=O)Nc1nnc([C@H]2C[C@H](O)[C@@H](CO)O2)s1 | -5 | -10 | -0.4 | 0 | 10 | i | 0 | nt | -5 | 4
CCOC(=O)c1c(NC(=O)COC(=O)Cc2n[nH]c(=O)c3ccccc23)sc(C(=O)N(C)C)c1C | 3 | -5 | -1.7 | -6 | 1 | i | 4 | -6 | 0 | 13
COc1ccc(NC(=O)NNC(=O)CCC(=O)Nc2ccccc2Cl)cc1 | -2 | -1 | -1.1 | -3 | -5 | i | -1 | -6 | 0 | 2
C[C@]12c3[nH]c4cc(-c5ccco5)ccc4c3CCN1C(=O)[C@@H](CC(=O)NCCC1=CCCCC1)C[C@@H]2C(=O)N1CCCCC1 | 7 | -6 | 3.8 | 0 | 11 | i | -12 | 7 | -4 | 5
CC(=O)Nc1ccc(-c2csc(Nc3ccc(S(N)(=O)=O)cc3)n2)cc1 | 5 | 11 | 1.0 | -4 | 2 | i | -14 | -5 | 4 | -5
Cc1cccc(CSC2=NCCN2S(=O)(=O)c2ccc(F)cc2)c1 | -5 | -4 | 4.6 | -2 | 4 | i | -2 | -8 | -4 | 0
NS(=O)(=O)c1ccc(CNc2nc(-c3cccnc3)nc3ccccc23)cc1 | -3 | -13 | 22 | 2 | 19 | i | 3 | -10 | -4 | 8
COc1cc(/C=N/c2oc(-c3ccccc3)cc2C#N)ccc1O | 8 | -1 | 0.0 | 0 | 5 | i | 0 | -6 | 4 | -7
CCN(CC)c1nc(OCCNC(=O)Nc2ccccc2)nc(N(CC)CC)n1 | -6 | 7 | 5.4 | 3 | 10 | i | -1 | -7 | -7 | 1
CCOC(=O)c1ccc2[nH]c3c(c2c1)CCCC3 | -8 | 8 | 1.3 | 2 | 4 | i | -6 | -5 | 0 | 1
COc1ccc(C(=O)OCC(=O)Nc2c(C)cccc2C)c(OC)c1OC | -5 | 9 | -0.3 | -1 | -10 | i | 4 | -1 | 5 | 6
O=C(NCC1CCCO1)c1nn2c(C(F)(F)F)cc(-c3cccs3)nc2c1Br (stereo not given) | -13 | -9 | -0.2 | 0 | 9 | i | 3 | -2 | -3 | -3
NCCCNC(=O)Cn1c(=O)c2c3c(sc2n(Cc2ccccc2)c1=O)CCCC3 | -4 | 1 | 3.2 | 1 | 8 | i | 13 | 1 | 1 | -12
CC(C)(C)c1ccc(CN2C(=O)CSC2=O)cc1 | -1 | -2 | -0.6 | 0 | 7 | i | 4 | 2 | 1 | -4
CC(C)(C)OC(=O)NCc1ccc(CNC(=O)c2nc[nH]c2C(=O)NCc2ccc(CNC(=O)OC(C)(C)C)cc2)cc1 | 25 | -2 | 2.1 | 0 | 15 | i | 0 | 0 | 13 | -1
OC(COCC1COc2ccccc2O1)CN1CCN(c2ccccc2F)CC1 (stereo not given) | -6 | -4 | -1.8 | -6 | -10 | i | 0 | -5 | 0 | -2
COC(=O)C1(S(=O)(=O)c2cccc3nsnc23)CC1 | 1 | -9 | -0.2 | -2 | 11 | i | 2 | -3 | -1 | -14
CNC(=S)N/N=C1\C(=O)c2cccc3cccc1c23 | 2 | 9 | 2.2 | 1 | 3 | i | -7 | -5 | 3 | -11

A second format for 3 compounds above:
Molecule,NadD block,CendR NRP1 mod,LMPTP inh,STEP inh,SKN-1 block,Rpn11 block,DNMT1 inh,Scp-1 inhibitor,MT1-MMP act inh,SUMO1-SIM PPI
NCCCNC(=O)Cn1c(=O)c2c3c(sc2n(Cc2ccccc2)c1=O)CCCC3,-4,1,3.2,1,8,i,13,1,1,-12
CC(C)(C)c1ccc(CN2C(=O)CSC2=O)cc1,-1,-2,-0.6,0,7,i,4,2,1,-4
CC(C)(C)OC(=O)NCc1ccc(CNC(=O)c2nc[nH]c2C(=O)NCc2ccc(CNC(=O)OC(C)(C)C)cc2)cc1,25,-2,2.1,0,15,i,0,0,13,-1

Later entries:
SMILES | NadD block | CendR NRP1 mod | LMPTP inh | STEP inh | SKN-1 block | Rpn11 block | DNMT1 inh | Scp-1 inhibitor | MT1-MMP act inh | SUMO1-SIM PPI
O=C(COC(=O)c1ccc(S(=O)(=O)NCc2ccco2)cc1)NC1CCCCCC1 | 1 | -2 | 1.0 | 4 | 23 | i | 33 | 36 | 3 | -3
CCOC(=O)CC1(c2ccc(OC)c(OC)c2)C(=O)c2ccccc2C1=O | 0 | 3 | -0.2 | -1 | -5 | i | 1 | -7 | 3 | 0
CC(C)(C)c1ccc(OCc2nc(-c3ccccn3)no2)c(Br)c1 | 2 | -2 | 5.0 | -1 | 13 | i | -6 | 3 | 6 | -2
CCOC(=O)C1=C(C)N(c2ccc(OC)cc2)C(=O)/C1=C\c1ccc(O)c(OCC)c1 | 1 | -2 | 0.9 | -1 | 8 | i | -4 | -16 | 0 | -10
CNc1nc(N)c([N+](=O)[O-])c(NCC2CCCO2)n1 (stereo not given) | -1 | 5 | -2.6 | 0 | -2 | i | 1 | -19 | 4 | -3
CC(C)NC(=O)CC(=O)N/N=C/c1cccs1 | 4 | 4 | -0.5 | -2 | 5 | i | 0 | -1 | 2 | -2
COC(=O)C(NC(=O)c1ccccc1)(Nc1nccs1)C(F)(F)F (stereo not given) | -1 | 5 | 0.9 | -8 | -4 | i | 2 | 3 | 4 | 3
CCCn1c(C)nc2c(c1=O)c1nc3ccccc3nc1n2CCC1=CCCCC1 | 3 | 2 | 1.3 | 3 | -14 | i | -1 | 3 | 0 | -11
Cc1ccc(N(CCC#N)C(=O)COC(=O)C2CCN(S(=O)(=O)c3ccc(C)c(C)c3)CC2)cc1 | 0 | 4 | 0.9 | 0 | 11 | i | 7 | -9 | 2 | 5
Cc1cccn2c(=O)c(C=O)c(N3CCN(C)CC3)nc12 | -1 | 10 | -1.0 | 2 | 8 | i | -3 | -5 | -2 | -16
O=c1cc(-c2ccc(O)cc2)oc2c(O)c(O)c(O)c(O)c12 | 1 | -46 | 41 | 2 | -30 | i | 4 | 69* | 6 | -3
CC(C)CC(=O)N/C(N)=N/c1nc2ccccc2o1 | -4 | 4 | -1.0 | -1 | 19 | i | 5 | -4 | 5 | -1
CCOc1ccc(S(=O)(=O)N2CCN(C(=O)CCOc3ccccc3C)CC2)cc1 | -1 | 2 | 0.1 | -1 | -2 | i | 0 | -8 | -1 | 3
O=C(N/N=C/c1coc2ccccc2c1=O)c1cc(O)cc(O)c1 | 18 | -25 | 0.3 | 0 | 0 | i | -22 | -6 | -6 | 10
c1cnc(SCCOc2cccc3ccccc23)nc1 | -4 | 10 | 1.7 | 0 | 16 | i | -4 | -11 | 1 | 0
CC(OC(=O)C1CCN(c2ccc(C(F)(F)F)cn2)CC1)C(=O)NC1CCCCC1C (stereo not given) | -3 | 8 | 0.5 | 2 | -6 | i | 5 | 0 | 8 | -1
CC(=NNC(=S)N1CC2CCC(CC2)C1)c1ccncn1 | 0 | 12 | -1.8 | 5 | 7 | i | -16 | -5 | 5 | -13
O=C1Nc2ccc(Br)cc2C1(O)Cc1ccncc1 (stereo not given) | 2 | 14 | -1.2 | -1 | 11 | i | -2 | 7 | 0 | 3
Cc1cc(Cn2nc(-c3ccccc3)cc2C(=O)NCc2cccc(C(F)(F)F)c2)on1 | -5 | 1 | 4.5 | 1 | -2 | i | -18 | -9 | 2 | 7
Cc1c(NS(=O)(=O)c2cccc(C(=O)N3CCC(C(N)=O)CC3)c2)c(=O)n(-c2ccccc2)n1C | 2 | 8 | -1.5 | 0 | -1 | i | 0 | 3 | -1 | 2
O=C(CSc1nnc2sc3ccccc3n12)NCc1ccc2c(c1)OCO2 | -1 | -4 | -1.9 | 3 | -11 | i | 2 | 0 | 1 | 9
COc1ccc(Nc2nccc(N(C)C)c2C#N)cc1 | -1 | 4 | -0.4 | 1 | 9 | i | 0 | -6 | -1 | -2
Cc1cc(C(=O)Nc2sc3c(c2C#N)CCC3)no1 | -7 | -5 | 1.3 | 1 | 9 | i | 2 | -3 | -9 | 7
COc1ccc(CN(C)C2CCCCC2)c(C)c1C | 2 | 5 | -0.9 | -1 | -1 | i | 3 | 13 | -1 | -2
NS(=O)(=O)c1cccc(NC(=O)COC(=O)COc2ccc3ccccc3c2)c1 | -2 | 0 | 2.0 | 0 | 2 | i | -4 | -10 | -1 | -3
CC(C)CNc1nnnc2c1sc1nc(N3CCOCC3)c3c(c12)CCCC3 | 4 | 3 | 0.0 | 1 | -3 | i | 9 | -6 | 3 | 1
C/C=C(\C)C(=O)O[C@@H]([C@H](O)c1cc2ccc(=O)oc2cc1OC)C(C)(C)O | 0 | 18 | 1.3 | 0 | 8 | i | 2 | 0 | 1 | 4
S=C(N/N=C/c1ccccc1Cl)Nc1ccccc1 | -2 | -1 | 1.3 | 0 | 5 | i | -5 | 0 | 0 | 3
CCn1cc(C(C)NC(=O)Nc2ccccc2C(=O)OC)c(C)n1 (stereo not given) | -2 | 10 | 0.2 | 2 | -7 | i | 4 | 1 | -2 | 1
COc1ccccc1CNC(=O)CN(C)CC(=O)Nc1ccccc1Br | -2 | 1 | -2.8 | 0 | 1 | i | 0 | -5 | 3 | -2
COc1ccc(CCC2(C)NC(=O)NC2=O)cc1 (stereo not given) | 4 | -10 | -1.7 | -1 | 4 | i | 4 | -11 | 4 | 1
CC(C)CNC(=O)CN(C1CCCCC1)S(=O)(=O)c1ccccc1 | -7 | 0 | -1.6 | -3 | 0 | i | 1 | 2 | -2 | 2
Cc1ccc2c(c1)-c1c(ssc1=S)C(C)(C)N2C(=O)CSC1=NCCS1 | 8 | 5 | 2.1 | 2 | 8 | i | -2 | 7 | 4 | -12
